# From PubChem
# proCasp7 act: counter-screen: procaspase-7 (human) activation; P55210; recombinant procaspase-7, Ac-DEVD-pNA absorbance 405 nm; D23A/D198A/D206A triple mutant, cannot self-cleave; scale: DMSO 0, 5 µM enzyme 100; activation, % at 8.5 µM; 0.093% of 330,000 active;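 active means percent activation above the screen-wide mean plus 3 SD, cut at about 25% in these data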
#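 Assay system: Uncleavable procaspase-7 mutant enzyme; Input: 2 µM procaspase-7 mutant as dispensed; Also added: DEVD-pNA substrate; Medium: Zinc-free HEPES pH 7.4 with 300 mM NaCl, 0.01% Triton X-100; Timing: 1 h compound preincubation, 2 h substrate cleavage, 25 °C; Measured by: Epi-absorbance of released pNA at 405 nm, two timepoints.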
# HCV core dimer: blocks dimerization of HCV core protein | TR-FRET GST/Flag-core106 dimerization, 1536-well | inhibition, % at 5 µM | 0.33% of 300,000 active | AID 1899;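 active means inhibition above the mean of all tested compounds plus 3 SD, set per screening campaign, cut at about 45% in these data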
#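 test system = GST/Flag-tagged HCV core106 proteins | probe or stimulus = Eu donor and XL665 acceptor anti-tag antibodies | times = compound-protein-antibody incubation 4 h at 22.5 °C | signal = TR-FRET, excitation 340 nm, emission 617 and 671 nm | measure = percent inhibition of core106 dimerization signal | controls = wells lacking GST-core106 and wells with excess unlabelled core106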
# procasp3 activ: procaspase-3 (human) activation; P42574; 0.11% of 330,000 active; AID 463141; activation, % at 8.5 µM; recombinant procaspase-3 D3A, Ac-DEVD-pNA absorbance 405 nm;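 active means activation above the mean of all tested compounds plus 3 SD, cut at about 21% in these data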;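 further: 0% = DMSO alone and 100% = DMSO wells spiked with extra 5 µM PC-3 D3A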
# Target sequence (P42574 whole entry D9A/D28A/D175A): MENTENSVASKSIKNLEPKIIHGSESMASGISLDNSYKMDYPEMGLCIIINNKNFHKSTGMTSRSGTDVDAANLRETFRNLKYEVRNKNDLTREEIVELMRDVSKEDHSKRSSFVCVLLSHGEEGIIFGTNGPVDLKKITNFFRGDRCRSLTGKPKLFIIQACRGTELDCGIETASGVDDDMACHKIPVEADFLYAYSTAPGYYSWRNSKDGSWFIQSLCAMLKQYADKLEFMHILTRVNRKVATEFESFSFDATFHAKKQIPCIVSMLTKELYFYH
#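 material = Procaspase-3 D3A mutant | probe or stimulus = Ac-DEVD-pNA | compound = single dose, 8.5 µM nominal compound, 0.8% DMSO | timing = 1 h preincubation, 2 h reaction | measured by = 405 nm absorbance of p-nitroaniline, reads at 0 and 120 min | benchmarks = DMSO-only low control, 5 µM PC-3 D3A high control | repeats = singlicate, each compound tested once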
# CTSL1 counter: counter-screen for PFM18AAP inhibitors: inhibitors of F. hepatica cathepsin L1; 0.49% of 300,000 active; AID 1906; inhibition, % at 5.96 µM; recombinant F. hepatica cathepsin L1, Z-Leu-Arg-MCA fluorescence;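 active means inhibition above the mean of all tested compounds plus 3 SD, set per screening campaign, cut at about 17% in these data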;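 further: 0% = plate median of test compound wells and 100% = 1 µM Z-Phe-Ala-diazomethylketone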
# PP5 inh: blocks human protein phosphatase 5 activity | P53041 | purified PP5c, OMFP substrate fluorescence | inhibition, % at 6.7 µM | 0.18% of 320,000 active | AID 1987;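 active means inhibition above the campaign's mean inhibition across all tested compounds plus 3 SD, cut at about 9.5% in these data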;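 further: 0% = DMSO only and 100% = 100 µM cantharidin control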
# Efflux pump mplx: blocks antifungal efflux pumps in multiplex yeast assay; S. cerevisiae Candida pump triplex, Nile Red efflux; 0.44% of 330,000 active; AID 485275; inhibition, % at 10 µM;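 active means plate passing quality check with inhibition over a set limit, or well fluorescence over plate mean plus 4 SD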;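 further: Nile Red retained in pooled yeast measured as flow cytometry median fluorescence; 0% = buffer negative control and 100% = Enniatin B positive control; higher means more Nile Red kept so more efflux inhibition; some compounds called inactive have numbers as strong as hits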
# PP1 inh: counter-screen for PP5 inhibitors: inhibitors of human PP1-alpha; P62136; purified PP1alpha, OMFP fluorescence; inhibition, % at 6.7 µM; 0.9% of 320,000 active; AID 2235;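 active means inhibition above the mean inhibition of all tested compounds plus 3 SD, computed separately for each screening campaign, cut at about 15% in these data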
# Target sequence (P62136 whole entry, looked up): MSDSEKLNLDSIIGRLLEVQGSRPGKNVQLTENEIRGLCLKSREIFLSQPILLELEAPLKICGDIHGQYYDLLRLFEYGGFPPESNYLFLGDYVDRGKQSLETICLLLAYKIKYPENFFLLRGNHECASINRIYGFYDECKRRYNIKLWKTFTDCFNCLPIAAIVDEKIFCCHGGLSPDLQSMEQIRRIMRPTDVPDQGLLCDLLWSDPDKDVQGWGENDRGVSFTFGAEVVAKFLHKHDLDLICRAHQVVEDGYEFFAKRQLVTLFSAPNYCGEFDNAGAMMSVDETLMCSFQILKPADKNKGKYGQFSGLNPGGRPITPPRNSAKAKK
# TPT1 inhibitor: C. albicans TPT1 enzyme inhibition; recombinant caTPT1, FP RNA substrate dephosphorylation; inhibition, % at 5 µM; 0.81% of 300,000 active;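 active means inhibition above the mean of all tested compounds plus 3 SD, set per screening campaign, cut at about 24% in these data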;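 further: plate controls were DMSO alone for no effect and ferristatin control at 100 nM for full effect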
# JMJD2C inh: inhibitors of human GASC-1 (JMJD2C) demethylase; Q9H3R0; GST-JMJD2C(1-420) H3K9me3 demethylation, DELFIA europium; inhibition, % at 2.35 µM; 0.069% of 330,000 active; AID 2099;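 active means more than half of a compound's replicate wells show inhibition beyond 50%, single wells judged on their own value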;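 further: signal counts dimethyl H3K9 product captured on neutravidin plate; 0% = median of DMSO wells and 100% = 0.3 times that DMSO median; strong numbers were not always called active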
# Target sequence (Q9H3R0 1-420 limits assumed): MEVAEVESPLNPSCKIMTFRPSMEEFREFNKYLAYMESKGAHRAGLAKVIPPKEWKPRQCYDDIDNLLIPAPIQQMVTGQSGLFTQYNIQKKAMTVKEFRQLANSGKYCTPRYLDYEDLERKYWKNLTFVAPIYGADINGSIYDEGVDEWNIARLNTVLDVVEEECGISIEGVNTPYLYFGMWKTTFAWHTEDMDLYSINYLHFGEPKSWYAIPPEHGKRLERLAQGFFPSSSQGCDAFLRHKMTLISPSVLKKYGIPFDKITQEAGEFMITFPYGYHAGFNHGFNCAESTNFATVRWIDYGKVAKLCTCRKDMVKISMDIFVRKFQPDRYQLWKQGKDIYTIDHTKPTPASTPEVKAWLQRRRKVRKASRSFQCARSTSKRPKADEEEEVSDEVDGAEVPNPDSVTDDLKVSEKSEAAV
# * = called active by the depositor; x = no result given.
SMILES,proCasp7 act,HCV core dimer,procasp3 activ,CTSL1 counter,PP5 inh,Efflux pump mplx,PP1 inh,TPT1 inhibitor,JMJD2C inh
Cn1c(C(=O)NCCN2CCc3ccccc3C2)cc2c(=O)[nH]c3ccccc3c21,2,-5,11,5,-0.2,0.3,1,2,-5
CCn1c(COc2cccc3cccnc23)nnc1SCC(=O)O,11,-2,-4,-2,-0.2,0.0,-5,0,-10
CCOc1ccc(NC(=O)c2cc3c(C)nc4ccccc4c3o2)cc1,-4,-15,4,1,4.4,0.2,1,2,6
Cc1ccc(/C=C/c2nc3ccccc3[nH]2)o1,-9,2,-1,5,-1.5,0.0,-5,8,2
CN(C)CCCNC(=O)CC(c1ccc(F)cc1)c1ccco1 (stereo unspecified),5,-5,6,3,1.2,0.0,-5,-3,0
N/C(Cc1cccc2ccccc12)=N\OC(=O)c1cccs1,-3,1,6,-4,3.0,0.3,-1,0,8
CCOc1ccc2nc(N(CCCN(C)C)C(=O)c3ccc(S(=O)(=O)N4CCCC4)cc3)sc2c1,3,-6,-12,-2,2.7,-0.1,0,-4,-8
COc1ccc(Cl)cc1NC(=O)N1CCN(c2ccccc2OC)CC1,6,-1,-6,-1,2.0,-0.1,-3,-7,12
CCOc1ccsc1C(=O)OC,10,-2,6,1,0.5,-0.1,-3,3,-5
CSc1ccccc1OCc1cc(C(=O)N2CCc3c(Cl)cccc3C2)no1,4,3,9,-3,0.4,0.2,-1,0,-41
Cc1cc(C(=O)NCc2ccco2)c2ccccc2n1,-15,4,-17,0,-4.5,0.4,11,-1,-10
Cc1ccc(-c2c(C(=O)NC(C)C)oc(=O)c3ccccc23)cc1,-1,5,4,2,1.3,0.0,-3,-2,-11
c1ccc(CN(Cc2ccccc2)c2c3c(nc4ncnn24)CCC3)cc1,0,-6,0,1,2.2,-0.3,5,3,-5
CCN(CC(=O)Nc1c(F)cccc1F)C(=O)CN1C(=O)c2ccccc2C1=O,5,-1,4,-1,0.7,0.0,-2,-1,5
CC(=O)Nc1ccc(NS(=O)(=O)c2ccc(C)cc2)cc1[N+](=O)[O-],4,0,0,2,-0.7,-0.2,-3,-1,8
Nc1nnc(-c2cccc([N+](=O)[O-])c2)s1,4,-5,2,-3,-1.9,-0.2,5,-5,9
O=C1CC(c2ccc(O)c(O)c2)Oc2cc(O)cc(O)c21 (stereo unspecified),-5,1,11,0,-0.3,0.1,16*,-4,-11
CN(C)c1ccc(NC(=O)/C=C/c2c(Cl)cccc2Cl)cc1,-6,-21,-1,0,-1.8,-0.1,4,2,-6
CC1(c2ccc(Cl)cc2Cl)OCC(Cn2ccnc2)O1 (stereo unspecified),5,-4,-7,-2,2.1,0.0,0,-4,8
COC(=O)CSC(=S)N1C(C)CCCC1C (stereo unspecified),4,2,-6,4,1.8,0.0,2,3,-11
CCOc1ccc(C(=O)N(C)C2CCS(=O)(=O)C2)cc1 (stereo unspecified),5,-3,-5,-2,0.4,0.0,-2,-7,4
CN(C)CCNC(=O)COc1cccc2c1OC(C)(C)C2,-3,-1,4,0,-0.9,0.0,-2,-1,-5
CS(=O)(=O)c1sc(C(=O)NC(=O)Nc2cccc(C(F)(F)F)c2)c2c1C=CCC2,6,3,-7,-2,2.2,0.1,1,-1,8
CCC(C)(C)NC(=S)Nc1ccccc1C,5,-1,0,5,-2.4,-0.1,2,1,8
CCc1nnc(NC(=O)CSc2nnc(CNc3ccc(Cl)cc3)o2)s1,-12,3,-10,3,2.1,0.0,2,1,-1
COCCNCC#CCOc1ccc(OC)cc1,4,-4,11,-1,-1.2,0.1,-2,1,-2
CCOC(=O)c1c(NC(=S)NC(=O)c2ccc(Cn3cc(Cl)cn3)o2)sc2c1CCCCC2,-7,-2,9,2,-1.2,0.0,-1,2,12
COCCNC(=O)COC(=O)c1cccnc1SC,17,-2,1,-3,0.2,-0.3,2,0,-2
CCCCN(C(=O)CSc1nnc(Nc2ccc(C)c(C)c2)s1)c1c(N)n(Cc2ccccc2)c(=O)[nH]c1=O,6,46,0,0,1.8,0.0,11,1,-8
CCOc1ccc(Cc2nn[nH]n2)cc1,-4,2,4,-2,0.3,-0.1,-3,-3,-5
CCOC(=O)CSCC(=O)N1N=C(c2cccs2)CC1c1ccc(F)cc1 (stereo unspecified),3,11,0,14,-0.9,0.1,2,1,-1
CC(=O)N1CCc2ccc(S(=O)(=O)Nc3ccccc3Cl)cc21,6,-2,0,-9,-0.3,0.0,-4,0,6
O=C(c1nc2nc(-c3ccccc3)cc(C(F)(F)F)n2n1)N1CCCCC1,5,-1,3,-2,0.7,-0.3,-4,-2,-1
Cc1nn(C(C)(C)C)c(OC(=O)c2ccc3c(c2)OCO3)c1Sc1ccccc1,9,3,2,1,0.3,-0.2,5,-2,4
Cc1ccc2c(c1)CCCN2C(=O)c1c(C)noc1C,-3,3,-3,4,-1.4,-0.1,0,3,23
N#Cc1c(N)nc2c(c1-c1cccc(O)c1)CCCCCC2,13,-1,5,2,3.6,0.0,2,3,5
C[C@H](CO)N1C[C@H](C)[C@H](CN(C)S(C)(=O)=O)Oc2c(cccc2N(C)C)C1=O,-4,x,-4,x,x,-0.1,x,x,9
CC1CCN(c2nc3nonc3nc2N2CCC(C)CC2)CC1,-6,5,1,8,2.8,0.1,1,2,-3
Cc1cc(NC(=O)NC(=O)c2cccc(OC(F)(F)C(F)F)c2)n[nH]1,-2,0,6,1,1.4,-0.1,-4,0,-3
O=C(C1CCOCC1)N1CCC(CO)(CCc2ccccc2)CC1,-2,-4,-11,-6,1.9,0.3,-9,2,7
COc1ccc(C(CNC(=O)c2cccc(NC(=O)c3cccs3)c2)N2CCCC2)cc1 (stereo unspecified),5,x,3,x,3.1,0.6,-3,x,-17
COc1ccc(OC(C)C(=O)N(C)Cc2nc(-c3ccc(C)cc3)no2)cc1 (stereo unspecified),0,6,-6,-4,1.7,0.1,0,-3,2
CCOc1ccc(NC(=O)CN(c2ccc(OC)c(OC)c2)S(=O)(=O)c2ccc(C)cc2)cc1,3,12,3,1,1.4,0.0,-1,-1,17
COc1ccccc1CNCc1cc(OC)c(OC)cc1OC,6,-5,3,5,0.7,-0.1,-1,-1,5
COc1ccccc1NC(=O)Cn1nc(C(F)(F)F)c2c1CCCC2,-6,-3,7,5,0.9,-0.1,1,-1,-34
CCCc1ccc(OCc2ccc(C(=O)OC)o2)c(OC)c1,3,-1,5,-3,1.4,-0.1,1,-2,-2
CC(=O)Nc1ccc2nc(-c3cccs3)[nH]c2c1,9,2,13,-2,2.5,0.0,-2,2,2
O=C(COc1ncnc2ccccc12)N1CCN(C(=O)c2ccco2)CC1,14,0,3,-2,0.6,0.1,-3,6,3
COc1ccc(CNc2nc3ccccc3n2Cc2ccc(Cl)cc2)cc1OC,-2,2,-1,8,3.6,-0.1,3,0,3
CNc1c(NS(=O)(=O)c2cc(OC)ccc2OC)c(=O)oc2ccccc12,-6,0,-9,0,1.6,0.4,2,1,-9
COc1cc(/C=C2\SC(=S)N(CCC(=O)Nc3cccc(O)c3)C2=O)cc(OC)c1OC,-6,3,-6,1,1.1,-0.1,6,2,-5
Cc1ccc(C(=O)Nc2ccc(S(=O)(=O)N3CCOCC3)cc2)cc1C,2,-1,1,-5,2.2,0.0,0,-7,-6
O=C(Nc1ccc2c(c1)CCC2)c1cccc(F)c1,2,-11,4,0,2.9,-0.1,-2,-1,-5
CCCC1C2C(=O)N(c3ccccc3OCC)C(=O)C2ON1c1ccccc1 (stereo unspecified),3,4,-2,1,0.9,0.0,-1,-1,149
O=C(CN1C(=O)S/C(=C\c2ccccc2Cl)C1=O)NCCCn1ccnc1,-13,-1,-14,7,0.3,0.1,2,2,-3
COc1cccc(/C=C/C(=O)c2ccc3c(c2)OCCO3)c1OC,-1,2,3,-3,-1.8,-0.1,1,-4,-4
Cc1cc(NC(=O)c2ccc(S(=O)(=O)N(C)C)cc2)n(-c2ccccn2)n1,-8,-6,2,-2,1.6,0.1,-2,2,2
C(=N\N1CCN(c2ccccn2)CC1)/c1cccc2ccccc12,11,-6,4,-2,1.1,0.0,0,0,10
Cc1cc(SCn2nnc3ccccc3c2=O)nc2ccccc12,-3,-4,8,4,1.2,0.3,0,-1,-4
COc1ccc(NC(=O)N2CCNC(=O)C2CC(=O)Nc2ccc(F)cc2)cc1 (stereo unspecified),-5,-17,1,2,-9.5,-0.1,8,-3,2

# Some of the entries so far, tab-delimited.
SMILES	proCasp7 act	HCV core dimer	procasp3 activ	CTSL1 counter	PP5 inh	Efflux pump mplx	PP1 inh	TPT1 inhibitor	JMJD2C inh
Cc1cc(NC(=O)NC(=O)c2cccc(OC(F)(F)C(F)F)c2)n[nH]1	-2	0	6	1	1.4	-0.1	-4	0	-3
Cn1c(C(=O)NCCN2CCc3ccccc3C2)cc2c(=O)[nH]c3ccccc3c21	2	-5	11	5	-0.2	0.3	1	2	-5
CC(=O)N1CCc2ccc(S(=O)(=O)Nc3ccccc3Cl)cc21	6	-2	0	-9	-0.3	0.0	-4	0	6

# Carrying on.
SMILES,proCasp7 act,HCV core dimer,procasp3 activ,CTSL1 counter,PP5 inh,Efflux pump mplx,PP1 inh,TPT1 inhibitor,JMJD2C inh
CCOC(=O)Nc1nc(C)c(C(=O)c2ccc(Cl)cc2)s1,-6,9,2,0,2.2,0.1,3,0,2
O=C1/C(=C/c2ccccc2O)SC(=S)N1Cc1cccnc1,-23,7,-24,5,0.8,0.0,-4,2,-1
COCc1ccc(CN2CCCC(CCC(=O)NCc3cccc(OC)c3)C2)o1 (stereo unspecified),6,3,3,-5,2.3,0.1,0,-2,-5
COC(=O)c1[nH]nc(-c2ccccc2)c1-c1ccccc1,-5,1,3,-2,2.5,-0.1,-2,1,4
CC1(C)CC2(CC(C)(C(=O)CSc3nc4ccccc4s3)OC2=O)C(=O)O1 (stereo unspecified),4,1,-3,8,0.1,0.0,-4,-2,-1
N#CCCN(C(=O)CN1c2cccc3cccc(c23)S1(=O)=O)c1ccccc1,-3,x,-1,x,x,0.0,x,x,-5
CC(C)(O)CC[C@@H](O)[C@](C)(O)C1CC[C@@]2(O)C3=CC(=O)[C@@H]4C[C@@H](O)[C@@H](O)C[C@]4(C)C3CC[C@]12C (stereo partly specified),3,x,3,x,x,-0.4,x,x,-1
Cc1nc2nc(-c3ccc(Cl)cc3)cn2nc1C,-3,4,-9,-1,3.0,0.1,-1,7,5
